697 NFkB inh – lowers PMA/ionomycin-induced NF-kB signal in 697 B cells | 697 B-cell NF-kB luciferase reporter, 16 h | inhibition, % at 4 µM | 330,000 tested, 0.33% active; in the data active means inhibition above about 35%
EBI2 antag – blocks human EBI2 receptor beta-arrestin signaling. 360,000 tested, 0.81% active. inhibition, % at 5 µM. EBI2 beta-arrestin recruitment, luminescence, 7a,25-OHC stimulated. AID 651636; in the data active means inhibition above about 38%;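 further: enzyme fragment complementation signal reports receptor beta-arrestin coupling in cells; 0% = agonist plus DMSO wells and 100% = wells without agonist; some results beyond the cut were filed as inactive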
UBC13 polyUb – blocks human UBC13 polyubiquitin chain formation; P61088; TR-FRET; inhibition, % at 20 µM; 330,000 tested, 0.47% active; AID 485273; in the data active means inhibition above about 45%, passing the limit was not always enough
Target sequence (P61088 whole entry, looked up): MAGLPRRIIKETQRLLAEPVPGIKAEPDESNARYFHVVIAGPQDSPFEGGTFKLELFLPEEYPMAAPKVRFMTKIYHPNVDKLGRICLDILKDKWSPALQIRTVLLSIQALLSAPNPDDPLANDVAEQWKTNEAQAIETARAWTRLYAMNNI
APJ antag – blocks the human apelin receptor APJ; P35414; CHO-K1 APJ beta-arrestin complementation, luminescence; inhibition, % at 20 µM; 330,000 tested, 0.32% active;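 active means inhibition above about 40% at 20 µM, limit read from the data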;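 further: cells challenged with 10 nM apelin-13 agonist together with compound; plate controls were apelin-13 plus DMSO wells for no effect and DMSO wells lacking apelin-13 for full effect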
CXCR6 block – blocks human CXCR6 beta-arrestin recruitment; O00574; CHO-K1 PathHunter CXCR6 beta-arrestin, luminescence; inhibition, % at 20 µM; 360,000 tested, 0.36% active; AID 602244; in the data active means inhibition above about 34%, passing the limit was not always enough;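 further: antagonist mode with CXCL16 agonist at 10 nM final; 0% = 10 nM CXCL16 with DMSO and 100% = unstimulated wells without agonist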
Target sequence (O00574 whole entry, looked up): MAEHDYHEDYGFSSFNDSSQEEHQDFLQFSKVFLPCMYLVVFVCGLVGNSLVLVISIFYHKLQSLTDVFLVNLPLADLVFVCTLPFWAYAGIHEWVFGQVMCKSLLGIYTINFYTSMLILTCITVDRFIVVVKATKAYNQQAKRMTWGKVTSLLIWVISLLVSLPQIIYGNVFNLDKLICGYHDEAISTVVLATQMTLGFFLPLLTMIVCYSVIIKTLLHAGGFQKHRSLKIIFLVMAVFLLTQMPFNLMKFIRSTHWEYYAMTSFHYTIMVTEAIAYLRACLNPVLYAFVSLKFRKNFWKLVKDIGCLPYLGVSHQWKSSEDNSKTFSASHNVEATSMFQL
Jurkat NFkB inh – lowers PMA/ionomycin-induced NF-kB signal in Jurkat cells; PMA/ionomycin-induced NF-kB luciferase reporter, luminescence; inhibition, % at 4 µM; 330,000 tested, 0.53% active; in the data active means inhibition above about 50%
CCR6 antag – blocks CCL20-driven beta-arrestin recruitment at human CCR6 | 340,000 tested, 0.49% active | CHO-K1 CCR6 PathHunter beta-arrestin, luminescence, CCL20-stimulated | AID 493098 | inhibition, % at 20 µM | P51684;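 active means compounds whose inhibition of the agonist-driven luminescence signal at 20 µM reaches about 50%, limit read from the data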;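 further: cells stimulated with CCL20 at 14 nM final; plate controls were DMSO with CCL20 for no effect and DMSO without agonist for full effect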
Target sequence (P51684 whole entry, looked up): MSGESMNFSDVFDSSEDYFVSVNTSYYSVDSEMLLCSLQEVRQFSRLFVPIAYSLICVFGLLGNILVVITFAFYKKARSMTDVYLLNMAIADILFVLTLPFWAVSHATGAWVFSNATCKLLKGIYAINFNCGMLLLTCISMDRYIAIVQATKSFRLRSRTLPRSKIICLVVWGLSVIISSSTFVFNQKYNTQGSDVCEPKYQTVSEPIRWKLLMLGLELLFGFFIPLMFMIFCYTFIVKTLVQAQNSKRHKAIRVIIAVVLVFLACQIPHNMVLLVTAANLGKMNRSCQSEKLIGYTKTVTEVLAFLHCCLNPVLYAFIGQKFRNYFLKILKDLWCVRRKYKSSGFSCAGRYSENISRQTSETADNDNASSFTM
Gli-Sufu antag – blocks Gli-Sufu signaling in a luciferase reporter | Sufu-KO-LIGHT fibroblasts, Gli luciferase reporter luminescence | inhibition, % at 5 µM | 340,000 tested, 0.74% active | AID 588413;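 active means inhibition above about 55%, limit read from the data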;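 further: 0% = DMSO-treated cells and 100% = wells with medium but no cells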
The depositor's hits bear a star; x = no result given.

SMILES	697 NFkB inh	EBI2 antag	UBC13 polyUb	APJ antag	CXCR6 block	Jurkat NFkB inh	CCR6 antag	Gli-Sufu antag
Fc1ccc(-c2csc3ncnc(Nc4ccc(N5CCOCC5)cc4)c23)cc1	25	6	-13	11	3	-3	16	0
NC(=O)Nc1ccc(C(=O)OCC(=O)NCc2ccc3c(c2)OCO3)cc1	-3	-9	-7	-45	0	-8	5	-23
COc1ccc(CNc2cccc3[nH]c(C(F)(F)F)nc23)cc1OC	-10	13	-8	4	-7	-5	6	12
Cc1ccc(C(=O)NCCc2nnc3ccc(SCC(=O)NCc4ccc(F)cc4)nn23)cc1	-17	1	-3	9	4	12	2	14
COc1ccc(S(=O)(=O)N2CCCOC2CNC(=O)C(=O)NCCCN2CCOCC2)cc1C (stereo unspecified)	-22	2	-2	12	0	-7	-3	-2
Cc1ccc(C(=O)NCCCn2ccnc2)cn1	-8	-3	-3	3	6	6	3	-4
Nc1nc(N)c(Br)c(Nc2ccc(Cl)c(Cl)c2)n1	x	-19	x	x	-13	x	-24	5
CN(C(=O)c1cccs1)c1ccccc1C(=O)O	16	-7	10	-12	-1	11	-1	8
CCOc1ccccc1OCCCC(=O)Nc1sccc1C(N)=O	-6	-8	7	-1	-7	9	9	4
COc1ccc(Cl)cc1NC(=O)Nc1ccc(C(=O)N2CCOCC2)cc1	-1	-11	8	-36	-12	-22	3	-1
Clc1ccc(CN(Cc2ccccc2)C(c2cccs2)c2nnnn2C2CCCC2)cc1 (stereo unspecified)	-41	31	-21	14	5	1	1	6
Clc1ccc(CNc2cnccn2)cc1	1	7	18	-1	8	0	21	-11
O=C(CN1C(=O)C2C3CCC(C3)C2C1=O)NCc1ccco1 (stereo unspecified)	24	4	-6	-18	-13	2	14	-3
CCc1ccc(CNC(=O)CN2C(=O)COc3ccccc32)cc1	-37	5	-2	-5	2	-24	7	-19
COc1ccc(C(CNC(=O)CSc2ccc(Br)cc2)N2CCOCC2)cc1 (stereo unspecified)	-19	24	-4	-55	-4	-9	14	14
COc1ccc(C2=Nn3c(nnc3-c3ccccn3)SC2)cc1OC	-10	2	-19	-1	1	19	10	3
CCC(C)N1C(=O)CN(C2CCCCCC2)C(=O)C1c1ccccc1F (stereo unspecified)	-1	6	-7	9	2	-11	5	3
CCC(CC)c1nnc(NC(=O)CCCN2C(=O)c3ccccc3C2=O)s1	-27	-7	-4	12	2	-5	-3	1
COC(=O)c1c(NC(=O)c2ccc(C)o2)sc2c1CCCCC2	-68	14	-3	18	0	-57	11	-77
O=C1Nc2ccccc2C12OCC(COc1ccc(Cl)cc1)O2 (stereo unspecified)	-8	6	10	-8	-13	4	3	2

4 of the compounds above, as labelled records:
Clc1ccc(CN(Cc2ccccc2)C(c2cccs2)c2nnnn2C2CCCC2)cc1 (stereo unspecified)
- 697 NFkB inh: -41
- EBI2 antag: 31
- UBC13 polyUb: -21
- APJ antag: 14
- CXCR6 block: 5
- Jurkat NFkB inh: 1
- CCR6 antag: 1
- Gli-Sufu antag: 6
Clc1ccc(CNc2cnccn2)cc1
- 697 NFkB inh: 1
- EBI2 antag: 7
- UBC13 polyUb: 18
- APJ antag: -1
- CXCR6 block: 8
- Jurkat NFkB inh: 0
- CCR6 antag: 21
- Gli-Sufu antag: -11
O=C(CN1C(=O)C2C3CCC(C3)C2C1=O)NCc1ccco1 (stereo unspecified)
- 697 NFkB inh: 24
- EBI2 antag: 4
- UBC13 polyUb: -6
- APJ antag: -18
- CXCR6 block: -13
- Jurkat NFkB inh: 2
- CCR6 antag: 14
- Gli-Sufu antag: -3
CCc1ccc(CNC(=O)CN2C(=O)COc3ccccc32)cc1
- 697 NFkB inh: -37
- EBI2 antag: 5
- UBC13 polyUb: -2
- APJ antag: -5
- CXCR6 block: 2
- Jurkat NFkB inh: -24
- CCR6 antag: 7
- Gli-Sufu antag: -19

A few values from the entries so far:
CCC(CC)c1nnc(NC(=O)CCCN2C(=O)c3ccccc3C2=O)s1 in UBC13 polyUb = -4
CCC(C)N1C(=O)CN(C2CCCCCC2)C(=O)C1c1ccccc1F (stereo unspecified) in EBI2 antag = 6

(continued)
SMILES	697 NFkB inh	EBI2 antag	UBC13 polyUb	APJ antag	CXCR6 block	Jurkat NFkB inh	CCR6 antag	Gli-Sufu antag
COc1cc(/C=C2\SC(=S)N(C(C(=O)O)c3ccccc3)C2=O)cc(OC)c1OC (stereo unspecified)	7	8	12	18	7	-2	24	-1
Cc1ccc(Cl)cc1NC(=O)c1cnn2c1NC(c1ccco1)CC2C(F)(F)F (stereo unspecified)	7	0	9	-3	5	-4	6	0
COCCNC(=O)c1cccc(OC2CCN(Cc3ccccc3OC(F)F)CC2)c1	-16	-7	-3	-6	-4	-2	6	20
O=C(CCc1ccccc1)Nc1ccccc1C(=O)NCc1ccco1	-7	7	5	15	-4	-5	13	0
CCOC(=O)/C(C#N)=C/Nc1ccccc1OC(F)(F)F	-25	2	-7	8	-3	-24	-6	4
O=c1c2ccccc2nc2n1CC/C2=C\N1CCN(c2ccc([N+](=O)[O-])cc2)CC1	-10	4	-39	8	-4	-4	2	-1
CCOc1ccccc1CN1CCN(Cc2nc3c(s2)CCCC3)CC1CCO (stereo unspecified)	-11	9	-2	-12	1	-4	11	30
CCOC(=O)C1CCCN(C2=NC(=O)/C(=C/c3ccc(OC)cc3OC)S2)C1 (stereo unspecified)	20	10	-8	7	6	8	12	5
COC(=O)c1ccccc1OCCOCCOc1cccc2cccnc12	-43	-7	-12	6	-1	-22	6	5
Cc1ccc(C)c(NC(=O)C(Sc2nncn2C)c2ccccc2)c1 (stereo unspecified)	-1	-13	-2	4	6	-9	-7	-6
O=[N+]([O-])c1ccc(Sc2n[nH]c(-c3ccccc3)n2)nc1	4	-3	-1	-7	-7	-1	-13	-30
COc1ccc(CC(=O)Nc2ccc(-c3cn4ccc(C)cc4n3)cc2)cc1	-84	6	4	-3	-6	-54	-18	7
COc1ccc(C(=O)COC(=O)c2sc(C)nc2C)cc1OC	-30	-3	0	11	0	4	6	-1
COc1ccc(Cn2nnnc2CN(Cc2cc3ccc(C)cc3[nH]c2=O)C2CCCC2)cc1	4	7	-11	9	-4	-25	15	-2
COc1ccc(-n2nc(C(=O)NCC(=O)N3CCC(C)CC3)c3ccccc3c2=O)c(OC)c1	-71	-10	2	11	-2	-49	-7	-29
O=C(O)CC1Cc2ccccc2C1C(=O)O (stereo unspecified)	x	-11	x	x	-1	x	1	-4
CCN1CCN(S(=O)(=O)c2ccc(Cl)c(C(=O)Nc3nnc(C)s3)c2)CC1	4	4	3	8	3	7	-6	6
COc1ccc(C(=O)O)cc1S(=O)(=O)Nc1ccccc1-c1ccccc1	-10	1	-4	6	-5	-9	13	-19
COc1ccccc1/C=N/Nc1nccnc1Cl	-47	2	-4	3	6	-58	-8	-38
Cc1ccc(NC(=O)COC(=O)CCNS(=O)(=O)c2ccc(C)c(C)c2)cc1	17	-5	22	9	-5	15	-3	-9
CCN1CCN(S(=O)(=O)c2ccc(Cl)c(C(=O)N(C)Cc3cccs3)c2)CC1	7	-6	49*	5	0	-3	3	2
Cc1c(NC(=O)c2ccc(NS(=O)(=O)c3ccc(F)c(F)c3)cc2)c(=O)n(-c2ccccc2)n1C	20	-7	8	11	-1	3	15	-4
CCn1c(SCC(=O)N/N=C/c2ccccc2OCC(=O)O)nnc1-c1ccc(OC)cc1	12	12	3	-3	1	-5	1	-2
COc1cc(NC(=O)COC(=O)CNC(=O)c2ccc(C)cc2)c(C)cc1[N+](=O)[O-]	-2	-3	-30	14	2	-3	-1	-7
CC1(C)CC(Cc2nc(=S)[nH][nH]2)C(=O)O1 (stereo unspecified)	18	-3	-2	14	-2	7	-11	9
CCOc1ccc(C(C)NC(=O)c2cccnc2OCC)cc1OCC (stereo unspecified)	-55	0	-9	0	1	-23	2	18
Clc1ccccc1-c1nnc2sc(CCc3ccccc3)nn12	4	12	3	3	7	-7	0	-2
Cc1cc(C(F)(F)F)n2nc(-c3sccc3-n3cccc3)cc2n1	20	12	7	11	8	1	5	11
CCN1CCN(C(=O)c2oc(=O)c3ccccc3c2-c2ccc(C)cc2)CC1	-12	-2	0	16	1	-6	7	19
COc1ccc(NC(=O)CS(=O)CC(=O)NCC2OCCc3ccccc32)cc1 (stereo unspecified)	8	-1	5	-9	-10	0	7	4
CCCOc1ccc(N2C(=O)C/C(=C\c3ccccc3)C2=O)cc1	-5	15	3	8	8	-13	4	-4
COc1ccc(-n2c(=O)c3c4c(sc3n(CC(=O)Nc3cc(C)[nH]n3)c2=O)CCCC4)c(OC)c1	3	-1	-4	-2	5	13	9	-7
CCCCC[C@H](O)/C=C/[C@H]1CCC(=O)[C@@H]1CCCCCCC(=O)N1CCCCC1CO (stereo partly specified)	-9	-27	8	-18	-5	11	-1	8

6 compounds from above, sorted by the number in Jurkat NFkB inh, low to high.
Compound | Jurkat NFkB inh
COC(=O)c1c(NC(=O)c2ccc(C)o2)sc2c1CCCCC2 | -57
Cc1ccc(C)c(NC(=O)C(Sc2nncn2C)c2ccccc2)c1 (stereo unspecified) | -9
NC(=O)Nc1ccc(C(=O)OCC(=O)NCc2ccc3c(c2)OCO3)cc1 | -8
Cc1c(NC(=O)c2ccc(NS(=O)(=O)c3ccc(F)c(F)c3)cc2)c(=O)n(-c2ccccc2)n1C | 3
COc1ccc(C(=O)COC(=O)c2sc(C)nc2C)cc1OC | 4
Cc1ccc(NC(=O)COC(=O)CCNS(=O)(=O)c2ccc(C)c(C)c2)cc1 | 15

Assay outcomes: PubChem BioAssay, Sanford-Burnham Center for Chemical Genomics
